From PubChem BioAssay
NSD2 inh – inhibitors of human histone methyltransferase NSD2; O96028; actives 0.54% (n = 310,000); inhibition, % at 12.5 µM; NSD2 peptide methylation, AlphaScreen, 120 min; in the data active means inhibition above about 50%
Target sequence (O96028 whole entry, looked up): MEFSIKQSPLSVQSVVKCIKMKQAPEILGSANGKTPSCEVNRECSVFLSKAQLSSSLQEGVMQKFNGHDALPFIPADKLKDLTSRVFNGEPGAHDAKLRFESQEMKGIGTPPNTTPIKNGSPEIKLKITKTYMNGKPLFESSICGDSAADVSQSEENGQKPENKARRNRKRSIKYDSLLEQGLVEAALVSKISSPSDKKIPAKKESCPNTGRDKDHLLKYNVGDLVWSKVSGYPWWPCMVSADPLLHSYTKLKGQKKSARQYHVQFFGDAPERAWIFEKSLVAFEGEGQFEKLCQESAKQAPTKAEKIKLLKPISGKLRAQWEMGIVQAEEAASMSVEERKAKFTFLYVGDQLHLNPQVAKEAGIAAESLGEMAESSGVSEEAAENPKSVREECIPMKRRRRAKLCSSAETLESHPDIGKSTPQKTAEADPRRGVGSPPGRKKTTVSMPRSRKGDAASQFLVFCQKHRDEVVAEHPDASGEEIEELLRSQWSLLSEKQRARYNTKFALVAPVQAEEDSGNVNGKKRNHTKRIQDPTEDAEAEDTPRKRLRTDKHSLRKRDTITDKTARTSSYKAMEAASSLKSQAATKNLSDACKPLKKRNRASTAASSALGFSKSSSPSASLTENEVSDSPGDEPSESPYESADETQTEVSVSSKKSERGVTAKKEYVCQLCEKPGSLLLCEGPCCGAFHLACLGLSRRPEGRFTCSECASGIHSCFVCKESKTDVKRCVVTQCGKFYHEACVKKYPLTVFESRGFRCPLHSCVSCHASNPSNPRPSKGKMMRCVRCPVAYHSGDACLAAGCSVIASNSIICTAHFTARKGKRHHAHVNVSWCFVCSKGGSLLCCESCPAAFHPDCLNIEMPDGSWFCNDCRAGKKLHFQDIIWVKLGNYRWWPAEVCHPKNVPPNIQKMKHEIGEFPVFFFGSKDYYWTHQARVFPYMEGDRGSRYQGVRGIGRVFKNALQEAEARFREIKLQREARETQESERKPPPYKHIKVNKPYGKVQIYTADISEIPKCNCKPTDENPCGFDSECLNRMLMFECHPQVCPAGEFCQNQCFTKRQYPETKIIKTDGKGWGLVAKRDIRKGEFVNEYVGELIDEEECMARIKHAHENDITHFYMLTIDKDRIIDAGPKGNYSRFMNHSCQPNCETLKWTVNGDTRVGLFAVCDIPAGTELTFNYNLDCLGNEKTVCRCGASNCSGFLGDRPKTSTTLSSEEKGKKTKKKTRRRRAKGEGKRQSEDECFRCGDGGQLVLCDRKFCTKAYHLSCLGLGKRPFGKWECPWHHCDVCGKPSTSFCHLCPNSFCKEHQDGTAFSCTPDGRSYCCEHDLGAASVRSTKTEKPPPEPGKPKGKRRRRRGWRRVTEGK
* marks the source's active call; other numbers are inactive results. An excerpt; the hit share may differ from the screen's.

SMILES	NSD2 inh
Cc1ccccc1S(=O)(=O)NC(=O)C1(C)CCN1C(=O)C/C=C/c1ccccc1 (stereo unspecified)	-6
CCCS(=O)(=O)NC(=O)C1(C)CCCN(C(=O)c2c(F)cccc2F)C1 (stereo unspecified)	-2
COc1ccc(-n2c(COc3ccc(Cl)cc3)nnc2SCC(=O)Nc2ccc(Oc3ccccc3)cc2)cc1	-3
CNc1nc(Oc2cccc(F)c2)c2sccc2n1	-1
COCCCn1cnn2c(=O)c3ccccc3nc2c1=O	17
CC(=O)Nc1cccc(-c2ccnc3c2CC(C(=O)NCc2ccc(F)c(F)c2)O3)c1 (stereo unspecified)	-1
CCC(C)NC(=O)CN1C(=O)C2CCCCN2C(=O)c2ccccc21 (stereo unspecified)	-4
CC1(C(=O)NS(=O)(=O)c2ccc(Cl)cc2)CCN1C(=O)C1CCCCC1 (stereo unspecified)	-4
Cc1ccc(C)c(C(O)c2ncc(-c3ccccc3)[nH]2)c1 (stereo unspecified)	24
CN1C(=O)N(C)N(Cc2ccccc2)C(=O)N1Cc1ccccc1	4
Cc1cccc(C)c1C(O)c1ncc(-c2ccc(Cl)cc2)[nH]1 (stereo unspecified)	5
COc1ccccc1CNC(=O)c1cc(-c2cc(Cl)ccc2C)n[nH]1	-6
CC(C)CC(N)c1csc(Nc2cnccn2)n1 (stereo unspecified)	-2
CCc1nc2c(OCc3ccc(C(=O)OC)cc3)cccn2c1N(C)C(=O)CC(C)C	-1
CSC1=NC=C(C#N)C2=NC(c3c(Cl)cccc3Cl)NN12 (stereo unspecified)	7
CCc1nc2ccc(C(=O)Nc3ccc(OC)c(OC)c3)cn2c1N(CCC(C)C)CCN(C)C	17
c1csc(CNc2nc(NCC3CCCCC3)c3sccc3n2)c1	-3
CC(=O)Nc1cccc(Oc2nc(NCCN(C)C)nc3ccsc23)c1	5
OC(c1cccc(Cl)c1)c1ncc(-c2cccc3ccccc23)[nH]1 (stereo unspecified)	6
O=c1c2ccccc2nnn1CSc1nc2cc(Cl)ccc2c(=O)n1Cc1ccco1	1
Cc1cccc(/C=C/C(=O)c2ccc(N3CCOCC3)cc2)c1	2
COc1ccc(NC(NC(=O)c2cccnc2)C(Cl)(Cl)Cl)cc1 (stereo unspecified)	4
CSc1ccc(CNC(=O)C2(C)CCN2C(C)C)cc1 (stereo unspecified)	-9
CCOc1ccc(Cl)cc1-c1cc(C(=O)Nc2ccc(F)cc2)[nH]n1	2
O=C(NN=Cc1ccc2c(c1)OCO2)c1ccc([N+](=O)[O-])cc1	0

Carrying on.
SMILES	NSD2 inh
CSc1ccc(C(O)c2ncc(-c3ccccc3F)[nH]2)cc1 (stereo unspecified)	6
CCOc1ccc(-n2c(COc3ccccc3)nnc2SCc2nc3ccccc3[nH]2)cc1	-3
O=C(OCC#CCSc1nnc(-c2ccccc2F)o1)c1ccc(F)cc1	-5
C#Cc1ccc(NC(=O)C2(C)CCN2C(=O)c2cc(C)n(C)n2)cc1 (stereo unspecified)	-1
C/C(=N/NC(=O)CN1CCN(Cc2ccccc2Cl)CC1)c1cccc(O)c1	1
CCc1ccc(C=NN2CCN(Cc3ccc(C)cc3C)CC2)cc1	1
CCn1c(SCC(=O)NN=Cc2c[nH]c3ccccc23)nc2ccccc21	-2
NC(=O)c1cccc(-c2csc(C(O)c3ccccc3)n2)c1 (stereo unspecified)	28
O=C(Nc1ccc(F)c(Cl)c1)C1Cc2c(-c3ccccc3Oc3ccccc3)ccnc2O1 (stereo unspecified)	-5
Cc1ccc(F)c(S(=O)(=O)NC(=O)C2(C)CCN2C(=O)CCc2cccs2)c1 (stereo unspecified)	-3
CS(=O)(=O)N1CCC(C(=O)NCC2COc3ccccc3O2)CC1 (stereo unspecified)	-20
CC(O)(c1ccc(F)c(F)c1)c1nc(-c2ccoc2)cs1 (stereo unspecified)	-1
Cc1ccc(C(=O)NCCc2ccccn2)cc1S(=O)(=O)N1CCOCC1	0
COc1cc(NC(=O)C2(C)CCCN(C(C)C)C2)cc(OC)c1OC (stereo unspecified)	0
CC(C)Cn1c(N)c(C(=O)CSc2cc(Cl)ccc2Cl)c(=O)n(C)c1=O	-3
CCc1nc2ccc(C(=O)Nc3cc(-c4ccccc4)ccc3OC)cn2c1N(C)Cc1nccs1	1
CCC(CC)C(=O)N(C)c1c(C)nc2c(OCCOc3ccc(F)cc3)cccn12	1
CC1(C(=O)NS(=O)(=O)c2ccc(Cl)s2)CCN1C(=O)CCc1ccccc1 (stereo unspecified)	0
C/C=C/C(=O)N1CCC(C(=O)NCC2COc3ccccc3O2)CC1 (stereo unspecified)	-2
CC(C)NC(=O)C1(C)CCN1C(=O)Cc1ccc(-c2ccccc2)cc1 (stereo unspecified)	-1
S=C1NCCOc2ccccc21	-1
O=C(NCCCN1CCOCC1)c1ccc2nc(-c3ccc(F)cc3)c(-c3ccc(F)cc3)nc2c1	4
Cc1cc2cc3c(=O)[nH]c(=O)[nH]c3nc2cc1C	0
O=C(C(=O)N1CCC(CNC(=O)c2cccnc2Cl)CC1)c1cccs1	-2
O=C(C(=O)N1CCC(CNS(=O)(=O)c2ccc(C(F)(F)F)cc2)CC1)c1cc2ccccc2o1	0

Structures listed so far that have two or more sulfur atoms:
SMILES	NSD2 inh
c1csc(CNc2nc(NCC3CCCCC3)c3sccc3n2)c1	-3
Cc1ccc(F)c(S(=O)(=O)NC(=O)C2(C)CCN2C(=O)CCc2cccs2)c1 (stereo unspecified)	-3
CC1(C(=O)NS(=O)(=O)c2ccc(Cl)s2)CCN1C(=O)CCc1ccccc1 (stereo unspecified)	0

Of the compounds above, 6 have an aryl methoxy group.
SMILES	NSD2 inh
COc1ccc(-n2c(COc3ccc(Cl)cc3)nnc2SCC(=O)Nc2ccc(Oc3ccccc3)cc2)cc1	-3
COc1ccccc1CNC(=O)c1cc(-c2cc(Cl)ccc2C)n[nH]1	-6
CCc1nc2ccc(C(=O)Nc3ccc(OC)c(OC)c3)cn2c1N(CCC(C)C)CCN(C)C	17
COc1ccc(NC(NC(=O)c2cccnc2)C(Cl)(Cl)Cl)cc1 (stereo unspecified)	4
COc1cc(NC(=O)C2(C)CCCN(C(C)C)C2)cc(OC)c1OC (stereo unspecified)	0
CCc1nc2ccc(C(=O)Nc3cc(-c4ccccc4)ccc3OC)cn2c1N(C)Cc1nccs1	1

(listing goes on)
SMILES	NSD2 inh
CC(=O)Nc1cccc(-c2ccnc3c2CC(C(=O)Nc2ccc(C(C)C)cc2)O3)c1 (stereo unspecified)	-1
COc1cccc(CNC(=S)Nc2ccc3c(c2)c(=O)n(C)n3Cc2ccc(F)cc2)c1	-1
Cc1ccc(-n2c(SCc3cccc4ccccc34)nnc2-c2ccccn2)cc1	0
COc1cccc(C(NC(C)=O)c2nc(-c3ccc(F)c(Cl)c3)cs2)c1 (stereo unspecified)	1
Cc1ccc2c(CN3CCOCC3)cc(=O)oc2c1	-2
CCOC(=O)c1c(C)[nH]c(C(=O)OCC(=O)c2c(N)n(C)c(=O)n(C)c2=O)c1C	-8
CCN=C1NC(c2ccc(F)cc2)C(C(=O)OC)=C(C)N1Cc1ccc(C(F)(F)F)cc1 (stereo unspecified)	1
CCNC(=O)C1(C)CCCN1C(=O)c1cc(C)on1 (stereo unspecified)	-1
CNc1ncnc2c1ncn2[C@H]1CN(Cc2cccc3ccccc23)C[C@@H](CO)O1	-9
CC(C)c1ccc(C(=O)Nc2cc(Cl)ccc2C(=O)O)cc1	1
OC(c1ccc(F)c(F)c1)c1nc(-c2ccccc2)cs1 (stereo unspecified)	-2
COc1ccc(C(=O)N2CCC(C)(C(=O)NS(=O)(=O)C3CC3)C2)cc1 (stereo unspecified)	-2
CCOc1cc2nc(-c3ccc(OC)c(OC)c3)nc(N3CCOCC3)c2cc1OC	-3
Cc1noc(C)c1-c1ccc(C(=O)Nc2ccccc2)c2occc12	-4
CC(=O)Nc1ccc(/C=N\NC(=O)c2cccc(S(=O)(=O)N(C)C)c2)cc1	-1
COc1ccc2c(c1)CCCN2C(=O)C1CCCN(S(=O)(=O)c2cccs2)C1 (stereo unspecified)	0
O=C(NCCc1ccccc1)C1Cc2c(-c3ccccc3Oc3ccccc3)ccnc2O1 (stereo unspecified)	1
CC(=O)C1=C(C)N(Cc2ccc(F)cc2)C(=S)NC1c1cccc(Cl)c1 (stereo unspecified)	0
CN(C)CCCNc1nc2cc(-c3cccc(C(F)(F)F)c3)sc2c(=O)n1C	4
COc1ccc(F)cc1-c1cc(C(=O)Nc2ccc(NC(C)=O)cc2)[nH]n1	-2
CCNC(=O)C1(C)CCCN1Cc1cccc(C(F)(F)F)c1 (stereo unspecified)	-2
CCC(=O)N1CCCC1(C)C(=O)Nc1ccc2scnc2c1 (stereo unspecified)	-1
Nc1ncc(-c2ccc(F)cc2)nc1N1CCN(CCO)CC1	0
CCCCN1CCN(C2=Nc3ccccc3Sc3ccccc32)CC1	22
CCC(NC(=O)CN1CCN(c2cccc(OC)c2)CC1)c1ccccc1 (stereo unspecified)	5

The listing continues:
SMILES	NSD2 inh
O=C(CN1C(=O)NC(c2ccccc2)(c2ccccc2)C1=O)c1c[nH]c2ccccc12	-8
Cc1cnc(CNC(=O)c2ccc3nc([C@@H]4O[C@H](CO)[C@H](O)[C@H](O)[C@H]4O)[nH]c3c2)cn1	-3
O=C(NCCC1=CCCCC1)C1CCN(S(=O)(=O)c2ccc(Cl)s2)CC1	-3
CC1(C(=O)Nc2ccc3[nH]ncc3c2)CCN1C(=O)C/C=C/c1ccccc1 (stereo unspecified)	14
COC(=O)C1=C(C)N(Cc2ccc(C(F)(F)F)cc2)C(=NCc2ccccc2C(F)(F)F)NC1c1ccc(Cl)cc1 (stereo unspecified)	-1
Cc1ccc(S(=O)(=O)NCC(=O)N2CCN(c3ccccn3)CC2)s1	1
Cn1nc(C(=O)Nc2ccc(S(=O)(=O)NCc3ccco3)cc2)c2ccccc2c1=O	-1
Nc1c(C(=O)c2ccccc2O)cnn1-c1ccc(S(=O)(=O)N2CCOCC2)cc1[N+](=O)[O-]	-1
NC(Cc1ccccc1)c1csc(Nc2nccc(C(F)(F)F)n2)n1 (stereo unspecified)	6
CCOC(=O)Cc1ccc(Nc2nc(NCc3cccs3)nc3ccsc23)cc1	34
O=C(Nc1ccc(F)cc1)OCc1cn(Cc2ccc(F)cc2F)nn1	0
CCCS(=O)(=O)NC(=O)C1(C)CCCN(C(=O)c2ccccc2OC(F)(F)F)C1 (stereo unspecified)	1
Cc1ccc(S(=O)(=O)Nc2ccc(Nc3nccn4c(-c5cccc(OC(F)(F)F)c5)cnc34)cc2)cc1	7
COc1cc(-c2cnc3c(NC(C)=O)cc(-c4ccccc4CN(C)C)cn23)cc(OC)c1OC	-5
Cc1cc(NC(=O)c2ccc(NS(=O)(=O)c3ccccc3)cc2)no1	-2
CCOC(=O)CN(C(=O)CSc1nnc2c(n1)[nH]c1c(C)cc(C)cc12)c1ccccc1	1
COc1ccc(C(C)(O)c2nc(-c3cccc(F)c3)cs2)cc1 (stereo unspecified)	-2
Nc1nc(SCC(=O)NCCc2ccccc2)[nH]c(=O)c1-c1ccccc1	-2
Cc1cc(Cl)ccc1C(O)c1ncc(-c2cccc(C(F)(F)F)c2)[nH]1 (stereo unspecified)	2
CCOc1ccc(-n2c(COc3ccc(C)cc3)nnc2SCC(=O)c2ccc3ccccc3c2)cc1	-1
CN(C)c1cc(C(=O)N(C)c2ccccc2)ncn1	2
COc1cc(C(=O)N2CCCCC2c2cc(C(=O)Nc3ccccc3Cl)no2)cc(OC)c1C (stereo unspecified)	-2
COc1c(C)cc(C(O)c2ncc(-c3ccccc3Cl)[nH]2)cc1C (stereo unspecified)	4
CC(C)NC(=O)c1cc(C2CCCCN2S(=O)(=O)c2cccc3cccnc23)on1 (stereo unspecified)	1
COC(=O)Cc1csc(NC(=O)CSc2nncn2C)n1	-7

Sorted by the number under NSD2 inh (smallest number first): 3 from the list above
structure	NSD2 inh
COc1cc(C(=O)N2CCCCC2c2cc(C(=O)Nc3ccccc3Cl)no2)cc(OC)c1C (stereo unspecified)	-2
CCOc1ccc(-n2c(COc3ccc(C)cc3)nnc2SCC(=O)c2ccc3ccccc3c2)cc1	-1
COc1c(C)cc(C(O)c2ncc(-c3ccccc3Cl)[nH]2)cc1C (stereo unspecified)	4

Continuation:
SMILES	NSD2 inh
COc1ccc2ccccc2c1C=Nn1c(-c2n[nH]c3c2CCC3)n[nH]c1=S	11
CCCOc1cccn2c(N(C=O)Cc3ccc(OC)cc3)c(CC)nc12	0
O=C(CC(NCCc1ccccc1)C(=O)O)Nc1ccc(O)cc1 (stereo unspecified)	-1
CC(=O)N1CCc2c1cccc2S(=O)(=O)NC(CC(C)C)C(=O)Nc1ccc(F)cc1Cl (stereo unspecified)	-2
Cc1cc(C(=O)N2CCCC2(C)C(=O)O)c(C)o1 (stereo unspecified)	3
O=C(C1CCCN1S(=O)(=O)c1ccc(F)cc1)N1CCc2ccccc2C1 (stereo unspecified)	-2
CC(C)c1ccc(CC(=O)N2CCC2(C)C(=O)NCC(C)(C)C)cc1 (stereo unspecified)	0
COC(=O)CN1CCN(C(=O)c2csc(N3CCOCC3)n2)CC1	-1
CC(=O)Nc1ccc(CN(C)c2c(C)nc3ccc(C(=O)NC4CCN(Cc5ccccc5)CC4)cn23)cc1	5
COc1ccc(C(O)c2ncc(-c3ccccc3OC)[nH]2)cc1 (stereo unspecified)	2
CC1=CCC(/C=N\Nc2nnc3c(n2)[nH]c2ccccc23)CC1 (stereo unspecified)	0
CC(=O)Nc1cccc(-c2ccnc3c2CC(C(=O)Nc2cccc(N(C)C)c2)O3)c1 (stereo unspecified)	4
Cc1ccc(-n2c(SCC(=O)C(C)(C)C)nnc2-c2cccc(C)c2)cc1	4
COc1cccc(CNc2nc3cc(-c4cccc(C(F)(F)F)c4)sc3c(=O)n2C)c1OC	12
NC(Cc1ccc(C(F)(F)F)cc1)c1csc(Nc2cc(Oc3ccccc3)ncn2)n1 (stereo unspecified)	0

Copied from the list:
In NSD2 inh, CC1=CCC(/C=N\Nc2nnc3c(n2)[nH]c2ccccc23)CC1 (stereo unspecified) has the entry 0
In NSD2 inh, O=C(C1CCCN1S(=O)(=O)c1ccc(F)cc1)N1CCc2ccccc2C1 (stereo unspecified) has the entry -2
